CCT chaperon mod: High-Throughput Screening for Modulators of Cytosolic Chaperonin Activity. purified chaperonin ATPase assay, HTRF ADP detection, 30 min. activity change, % (no concentration beside the values), hits read low. hit rate 0.3% among 360,000; in the data active means activity change below about -30%; further: on the % scale 0 is the no-effect control and ±100 the full control effect
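Nucleotide hydrolysis assay: TRiC at 20–40 nM final (set by batch activity) with 10 uM ATP, 30 min at 37 °C, in presence of 76 uM compound. Detection by competitive ADP HTRF, 30 min ambient.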
EPAC2 antag: qHTS for Antagonist of cAMP-regulated guanine nucleotide exchange factor 2 (EPAC2): primary screen | AID 720708, 2013 | EPAC2 GEF exchange of Rap1B-BODIPY-GDP, fluorescence | Potency, µM (doses to about 114 µM), for the others: top-dose activity, negative = inhibition, usual class: inhibitors | hit rate 0.18% among 360,000; further: potency means the concentration at half of the fitted maximal effect; on the % scale 0 is the no-effect control and ±100 the full control effect; nearly all actives have a fitted effect of over 45% in size; many of its hits are not listed in these tables
Target sequence (Q8WZA2 whole entry, looked up): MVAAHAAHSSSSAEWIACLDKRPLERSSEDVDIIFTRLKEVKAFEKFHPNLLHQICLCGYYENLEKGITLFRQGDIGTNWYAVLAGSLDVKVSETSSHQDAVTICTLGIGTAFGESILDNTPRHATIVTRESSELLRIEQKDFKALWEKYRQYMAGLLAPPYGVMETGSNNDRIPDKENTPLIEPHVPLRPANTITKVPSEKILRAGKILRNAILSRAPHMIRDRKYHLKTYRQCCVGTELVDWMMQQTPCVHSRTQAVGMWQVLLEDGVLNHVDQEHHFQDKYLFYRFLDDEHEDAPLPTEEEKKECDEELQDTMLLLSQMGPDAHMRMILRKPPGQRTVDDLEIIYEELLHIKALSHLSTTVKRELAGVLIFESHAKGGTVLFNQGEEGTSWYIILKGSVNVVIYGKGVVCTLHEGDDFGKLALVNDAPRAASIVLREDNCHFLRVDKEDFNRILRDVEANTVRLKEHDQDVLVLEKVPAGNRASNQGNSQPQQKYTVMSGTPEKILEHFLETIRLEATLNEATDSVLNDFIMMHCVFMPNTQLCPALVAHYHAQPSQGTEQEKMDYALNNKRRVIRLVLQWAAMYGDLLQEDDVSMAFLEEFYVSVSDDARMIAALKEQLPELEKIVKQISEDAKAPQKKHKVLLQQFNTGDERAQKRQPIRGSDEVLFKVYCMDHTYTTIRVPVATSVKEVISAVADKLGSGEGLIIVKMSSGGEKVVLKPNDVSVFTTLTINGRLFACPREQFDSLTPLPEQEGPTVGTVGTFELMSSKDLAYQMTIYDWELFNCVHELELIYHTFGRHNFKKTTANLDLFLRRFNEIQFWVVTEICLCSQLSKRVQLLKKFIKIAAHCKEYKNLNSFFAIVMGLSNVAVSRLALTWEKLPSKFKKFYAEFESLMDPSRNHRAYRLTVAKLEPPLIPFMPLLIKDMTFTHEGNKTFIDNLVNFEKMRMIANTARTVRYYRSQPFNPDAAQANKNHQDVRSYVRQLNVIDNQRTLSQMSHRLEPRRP
DRD3 agonist: qHTS of D3 Dopamine Receptor Agonist: qHTS | D(3) dopamine receptor (Homo sapiens), P35462 | D3R DiscoveRx beta-arrestin cells, luminescence, 90 min | max activation, % | hit rate 0.58% among 410,000 | AID 652048, 2013; in the data active means max activation above about 30%; further: 0% is about no effect; mostly tested at two doses, the higher about 12 µM
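Agonist mode: compounds and dopamine controls were applied to plated cells for 90 min at 37 degrees C after an overnight attachment at 1500 cells/well. Luminescent read-out followed 30 - 60 minutes at room temperature with DiscoveRx detection reagent.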
D3 antag: qHTS of D3 Dopamine Receptor Antagonist: qHTS; D(3) dopamine receptor (Homo sapiens), P35462; D3R cells, DiscoveRx beta-arrestin luminescence, antagonist mode; hits give low values; max response, negative = inhibition, %; hit rate 2.5% among 360,000; in the data active means max response below about -50%; inconclusive means no clear call, values can overlap the other calls; further: on the % scale 0 is the no-effect control and ±100 the full control effect; mostly tested at two doses, the higher about 12 µM
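Cells plated overnight at 1500 cells/well, then exposed to library compounds with dopamine controls for 90 minutes at 37 degrees C. DiscoveRx reagent added for 30–60 minutes at room temperature; luminescence read, quantitative HTS format.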
EPAC2 ag: qHTS for Agonist of cAMP-regulated guanine nucleotide exchange factor 4 (EPAC2): primary screen; Rap guanine nucleotide exchange factor 4 (Homo sapiens), Q8WZA2; EPAC2 activation, biochemical qHTS; response scale: 100% = 6.5 mM cAMP response; Potency, µM (highest dose often 154 µM), for the others: at the top dose activation, hits mostly activators; hit rate 0.079% among 360,000; AID 720711, 2013; further: potency means the concentration at half of the fitted maximal effect; nearly all actives have a fitted effect of over 50% in size
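Nucleotide exchange monitored as fluorescence drop when BODIPY-GDP leaves Rap1B. Reaction: 100 nM EPAC2, 250 nM RAP1B-BODIPY-GDP, 50 uM GDP, room temperature, kinetic read over 30 min. Activity expressed relative to 6.5 mM cAMP.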
PTHR1 agonist: qHTS for PTHR1 Agonists: Primary Screen. Parathyroid hormone/parathyroid hormone-related peptide receptor (Homo sapiens), Q03431. HEK293 GP2 PTHR1 cells, GloSensor cAMP luminescence, 1 h. Potency, µM (series often up to 115 µM), for inactives: at the top dose activation, most hits filed as activators. hit rate 0.075% among 410,000; further: potency means the concentration at half of the fitted maximal effect; nearly all actives have a fitted effect of over 55% in size; some results filed as inactive show a strong effect at the top dose; inactives centre near -15; many of its hits are not listed in these tables
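HEK-293-derived GP2 cells expressing PTHR1 and a GloSensor cAMP reporter, 3,000/well, plated overnight, given luciferin plus IBMX (each 0.5 mM as added) for 1 h at 37 °C, then compound for 1 h at 37 °C. Luminescence was read after 15 min at room temperature.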
Mm-Cpn inhibitor: Inhibitors of TCP-1 ring complex (TRiC) of Methanococcus maripaludis (MmCpn): qHTS; Chaperonin Mm-Cpn (Methanococcus maripaludis); purified Mm-Cpn ATPase, ADP Transcreener TR-FRET; hit rate 0.031% among 330,000; AID 504842, 2011; Potency, µM (series often up to 76.9 µM), for inactives: at the top dose activity, negative = inhibition, most hits filed as inhibitors; further: potency means the concentration at half of the fitted maximal effect; on the % scale 0 is the no-effect control and ±100 the full control effect; nearly all actives have a fitted effect of over 80% in size
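Eu-cryptate anti-ADP/ADP-d2 competition gives a ratio inversely related to ADP. Enzyme at 25 nM was pre-exposed to compound for 10 min, then given 10 uM ATP for 30 min, 37°C throughout.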
pAkt inh: HTS Assay for Inhibitors of Akt Phophorylation: Primary Screen | Neuro2A IGF-stimulated pAkt S473 HTRF, 20 min; hits give low values | activity change, % for hits at 50 µM | hit rate 0.32% among 360,000; in the data active means activity change below about -80%; inconclusive means mostly about -51% to -80%; further: on the % scale 0 is the no-effect control and ±100 the full control effect
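Neuro2A cells (4,500/well, DMEM with 0.5% FBS) were treated with compound at a single 50 µM final concentration, stimulated with 6 nM IGF for 20 min at 37 °C, and lysed. Phospho-Akt Ser473 was read by HTRF as 665/615 ratio ×10^4.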
Starred values were filed as active, the others as inactive; i = inactive; ? = inconclusive; . = no result given; [ ] = another dose, or the depositor's remark. Unless noted, the call rests on the fitted dose curve; in most records, active means well fitted curve in the direction sought with a large enough effect; inconclusive means small, poorly fitted or top-dose-only effect, or another doubt; inactive means no such curve, though single readings can be large; an effect the other way counts as inactive or inconclusive.

SMILES	CCT chaperon mod	EPAC2 antag	DRD3 agonist	D3 antag	EPAC2 ag	PTHR1 agonist	Mm-Cpn inhibitor	pAkt inh
CC(C)C1O/C(=N/C(=O)Nc2ccc(Cl)c(Cl)c2)NC1=O (configuration not stated)	1.0	-8%	-4	2	-9%	-25%	0%	i
CCCN(C(=O)C1CSC2(C)CCC(=O)N12)c1c(N)n(Cc2ccccc2)c(=O)[nH]c1=O (configuration not stated)	-0.9	6%	3	9	7%	i	-1%	i
Oc1c(N=Nc2ccc(F)cc2)ccc2ccccc12	-2.0	-9%	-14	?	-7%	-30%	-2%	i
O=C(O)c1ccc(CN2C[C@@H](CO)O[C@@H](n3cnc4c(N5CCOCC5)ncnc43)C2)cc1	-4.0	6%	-2	0	1%	i	.	i
O=C(Nc1nc(=O)[nH]s1)c1ccccc1	-0.5	17%	5	6	6%	i	2%	i
O=C(CSc1nc(O)c(Cc2ccccc2)c(=O)[nH]1)Nc1nnc(SCc2ccccc2)s1	1.6	-19%	10	5	6%	-3%	1%	i
CCn1cc(C(=O)OCc2cccc(Br)c2)c(=O)c2ccc(C)nc21	-0.4	-2%	-3	14	-3%	-8%[57.5 µM]	-1%	i
COC(=O)[C@]12CCCCC=C1N(CCc1ccc(OC)c(OC)c1)C(=O)[C@H](CC(=O)N1CCCC1)C2	.	-2%	8	24	6%	-21%	.	i
CCN(CC)c1ccc(C(=O)NNC(=O)CN2C(=O)NC(C)(c3ccccc3)C2=O)cc1 (configuration not stated)	1.2	2%	-1	-1	-8%	-14%	-2%	i
CS(=O)(=O)NN1C(=O)c2ccccc2NC1c1cccc2cccnc12 (configuration not stated)	-2.8	-22%	3	-3	0%	i	0%	i
CC(C)CN(Cc1c(O)ccc2c3c(c(=O)oc12)CCC3)CC(C)C	2.6	1%	10	11	-3%	i	-2%	i
COC(=O)C1SCC2C(=O)N(Cc3ccc(F)cc3)CC(=O)N21 (configuration not stated)	0.8	-6%[57.1 µM]	4	16	5%	i	-6%	i
CC[C@@H]1CC=C[C@H]2[C@H]1C(=O)N(Cc1ccccc1)[C@H]2c1ccoc1	0.6	-24%	-18	?	9%	-52%[inhibitor]	1%	i
Cc1ccccc1NC(=O)Nc1nc(CN)cs1	-0.2	13%	-3	0	6%	-21%	.	i
OCCSc1ncnc2c1oc1ccccc12	-1.0	2%	-8	-10	9%	-5%[57.5 µM]	-18%	i
CN(CCOc1ccc(Cl)cc1)C(=O)CN1C(=O)NC2(CCCC2)C1=O	-1.7	8%	-12	-14	7%	i	1%	i
O=S(=O)(Cc1ccccc1)/C1=C(\N2CCOCC2)CCCCCC1	0.4	1%	-11	14	2%	-22%[57.5 µM]	3%	i
CCCNc1ncnc2nc[nH]c12	1.9	-4%	2	38	6%	i	-2%	i
Nc1c(C(=O)Nc2ccc(Cl)cc2)sc2nc(N3CCOCC3)c3c(c12)CCCC3	-1.6	-5%	0	-15	5%	i	-4%	.
CC1CN(S(=O)(=O)c2ccc(C(=O)Nc3nc(-c4cc5ccccc5o4)cs3)cc2)CC(C)O1 (configuration not stated)	-1.7	4%	10	11	-4%	-36%[inhibitor]	0%	i
O=C(Nc1ncccc1O)c1ccc(S(=O)(=O)Nc2ccccc2)cc1	-0.7	4%	6	6	10%	i	-5%	i
COc1cc2c(cc1OC)CN(CC(=O)Nc1ccc3c(c1)OC(F)(F)O3)CC2	0.0	0%	-3	-11	-2%	-7%	?	i
COc1ccccc1CC(=O)NN1C(=O)c2ccccc2C1=O	0.0	-1%	-4	-28	16%	-14%	0%	i
CC1=NN(c2ccccc2)C(=O)C1/C=C1\NC(=S)NC1=O (configuration not stated)	-7.0	2%	-6	-16	-11%	i	-18%	i
CC1Cc2cc(S(=O)(=O)NCCc3ccccc3)ccc2N1C(=O)C1CC1 (configuration not stated)	0.9	-15%	-2	-14	12%	-14%	1%	i
CC(=O)Nc1ccc(S(=O)(=O)NC(C(=O)O)C2=CCC=CC2)cc1 (configuration not stated)	-2.7	-4%	1	12	4%	29%[57.5 µM]	2%	i
O=C(Cc1ccccc1)NNS(=O)(=O)c1ccc(F)cc1	-1.0	17%	0	-1	8%	-17%	-1%	i
COc1oc(-c2ccc(Cl)cc2)nc1C(F)(F)F	0.1	2%	-4	6	3%	-8%	0%	i
COc1cccc(/C=N/NC(=O)c2ccc(=O)n(C)c2)c1OC	-2.0	7%	10	1	-6%	-21%	1%	i
Cc1ccc(N2CCN(S(=O)(=O)c3ccc4c(c3)NC(=O)C(C)C(=O)N4)CC2C)cc1 (configuration not stated)	-0.7	1%	-2	3	-9%	-21%	2%	i
CSc1nc2nccc(-c3ccc(Oc4ccccc4)cc3)n2n1	0.7	-13%	8	0	10%	-20%[57.5 µM]	-1%	i
CC(C)CNC(=O)c1cc(-c2ccco2)on1	-1.7	-1%	-7	13	-4%	-16%[57.5 µM]	-1%	i
c1ccc(COc2ccc(CN3CCN(c4ccccn4)CC3)cc2)cc1	0.8	-3%	51*	-16	15%	i	1%	i
O=C1N/C(=C\c2ccc(N3CCOCC3)c(F)c2)C(=O)N1Cc1ccccc1	-0.5	13%	-2	-12	2%	-6%[57.5 µM]	-13%	i
Cc1ccccc1NC(=O)CN1C(=O)S/C(=C\c2ccc(-c3cccc(C(=O)O)c3C)o2)C1=O	-1.0	-18%	2	13	-1%	-14%	1%	i
O=C(Cc1ccc(Br)cc1)N1CCN(C(=O)c2ccccc2)CC1	-1.6	0%	5	11	6%	i	0%	i
CCOC(=O)Cc1ccc(Nc2nc(NCCOC)nc3ccsc23)cc1	-0.8	0%	2	29	7%	i	.	i
O=C(CN1CCCCCC1)N1c2ccccc2Sc2ccc(C(F)(F)F)cc21	-6.9	3%	-30	?	-5%	-9%[57.5 µM]	-5%	i
O=C(NCc1ccc(F)cc1Cl)C1CCN(S(=O)(=O)N2CCCCC2)CC1	0.8	9%	3	9	1%	i	0%	i
S=c1[nH]nc(-c2ccc(Cl)cc2)n1CCCN1CCOCC1	2.4	-2%	3	23	4%	i	2%	i

Sorted by SMILES length (lowest first): part of the list above
SMILES	CCT chaperon mod	EPAC2 antag	DRD3 agonist	D3 antag	EPAC2 ag	PTHR1 agonist	Mm-Cpn inhibitor	pAkt inh
CCOC(=O)Cc1ccc(Nc2nc(NCCOC)nc3ccsc23)cc1	-0.8	0%	2	29	7%	i	.	i
CC1Cc2cc(S(=O)(=O)NCCc3ccccc3)ccc2N1C(=O)C1CC1 (configuration not stated)	0.9	-15%	-2	-14	12%	-14%	1%	i
Cc1ccccc1NC(=O)CN1C(=O)S/C(=C\c2ccc(-c3cccc(C(=O)O)c3C)o2)C1=O	-1.0	-18%	2	13	-1%	-14%	1%	i

More structures follow.
SMILES	CCT chaperon mod	EPAC2 antag	DRD3 agonist	D3 antag	EPAC2 ag	PTHR1 agonist	Mm-Cpn inhibitor	pAkt inh
Cc1ccccc1Nc1cccc2nonc12	-4.8	-10%	-4	-18	10%	i	0%	i
O=C1C2=C(SCCS2)C(=O)N1c1ccccc1	-4.3	43%[activator]	-4	3	-27%	?	-1%	i
O=C(COc1c(Br)cc(Br)c2cccnc12)Nc1ccccc1F	-0.6	-13%	1	43	1%	i	-6%	i
CCOC(=O)CNC(=O)C(=O)c1c(O)[nH]c2ccccc12	-3.2	-2%	-8	-18	4%	-18%[57.5 µM]	2%	i
Cc1ccc(/C=N/NC(=O)c2cc3c(s2)CCCC3)o1	0.2	7%	0	-6	1%	i	1%	i
CCOC(=O)c1ccccc1NC(=O)Cn1cnc2c(cnn2-c2ccc(F)cc2)c1=O	-3.0	-6%	-6	9	12%	-10%[57.5 µM]	1%	i
Cc1ccc(CNC(=O)c2cc(-c3ccccc3)n(Cc3cc(C)no3)n2)cc1	0.1	-11%	7	17	13%	-30%[inhibitor]	1%	i
O=C(CCc1nnc(-c2ccc3c(c2)OCO3)o1)NC(c1cccnc1)C(F)(F)F (configuration not stated)	0.8	1%	6	18	0%	i	-3%	i
CCN1CCN(CCNC(=O)c2cc(Cl)c(NC(=O)C3=C(C)OCCS3)cc2OC)CC1	-1.3	7%	-4	-25	8%	i	-3%	i
CCc1ccccc1NC(=O)Nc1cccn(Cc2ccc(F)cc2)c1=O	-2.5	-4%	-9	-23	7%	-13%	-6%	i
O=C(CCc1nc2ccccc2c(=O)[nH]1)Nc1nnc(SCc2ccc(Cl)cc2)s1	-2.1	-9%	-1	-22	-5%	i	-3%	i
O=C(O)CC(C(=O)O)C(c1ccccc1)c1ccccc1 (configuration not stated)	-2.7	-3%	4	-7	4%	i	.	i
O=C(NCCN1C(=O)S/C(=C\c2cccnc2)C1=O)c1cc(S(=O)(=O)N2CCOCC2)ccc1F	-1.1	0%	6	-2	8%	i	1%	i
COc1ccc(-n2c(=O)/c(=C\c3cccs3)s/c2=C(/C#N)C(=O)N2CCN(C)CC2)cc1	-5.3	-2%	3	-7	10%	12%	-3%	i
CCN(CC(=O)Nc1cccc(F)c1)CC(=O)Nc1ccc2c(c1)OCCO2	2.0	1%	0	-6	4%	1%	.	i
COC(=O)c1sc(NC(=O)c2ccco2)c(C#N)c1C	-2.5	5%	7	0	5%	i	0%	i
COC(=O)C1=NN(C(=O)c2ccc(C)cc2)C(O)(c2ccc(Cl)cc2)C1 (configuration not stated)	1.1	-11%	-18	?	22%	0%[57.5 µM]	1%	i
Cc1cc(C)nc(NC(=O)NS(=O)(=O)N2CCCCCC2)n1	-5.7	12%	1	0	0%	i	0%	i
O=C(C1CC1)N1CCN=C1SCc1cccc(F)c1	0.1	-9%	-4	-6	1%	i	-1%	i
CC(C)(C)n1cc(S(=O)(=O)c2ccccc2)[nH]c1=O	1.6	0%	4	27	-1%	i	-11%	i
O=C(Nc1ccc([N+](=O)[O-])cc1)c1ccc(Cn2cc([N+](=O)[O-])cn2)cc1	1.5	1%[57.1 µM]	0	-5	3%	-48%[inhibitor]	0%	i

High-throughput results as filed in PubChem.

These rows are one share of the data; the hit share may differ from the screen's.
